Compound activity from PubChem.
FN deposition inh = fibronectin deposition inhibition. AH1F fibroblasts, Alexa488-fibronectin deposition fluorescence, overnight. 0.086% of 350,000 active. inhibition, % at 12.6 µM;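 active = mean inhibition across replicates of 30% or more, regardless of how many single replicates reach that level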;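 also: positive control wells lacked labelled fibronectin entirely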
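Test system: AH1F fibroblast monolayer depositing Alexa488-labelled fibronectin into matrix. Input: 10000 cells per well. Technique: fluorescence, ex 485 nm, em 525 nm. Buffer or medium: DMEM plus 2% serum, read in PBS. Timing: 1 h cell adhesion before compound, then overnight fibronectin incubation. Compound: single dose, pinned. Read-out basis: inhibition from reduced deposited-fibronectin fluorescence.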
S100A4 MyoIIA = inhibitors of human S100A4 binding to myosin IIA peptide; inhibition, % at 10.7 µM; P26447; S100A4/TAMRA-MyoIIA peptide fluorescence polarization; 0.14% of 360,000 active;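 active = mean inhibition of at least 70% across replicates, with every replicate also reaching that level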
Target sequence (P26447 whole entry, looked up): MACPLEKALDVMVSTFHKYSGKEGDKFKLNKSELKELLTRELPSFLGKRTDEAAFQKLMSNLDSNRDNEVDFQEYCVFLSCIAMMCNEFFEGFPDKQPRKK
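Compound dosing: one dose per compound; test system: human S100A4 monomer with TAMRA-labelled myosin IIA peptide; probe or stimulus: TAMRA-labelled myosin IIA heavy-chain peptide probe, 5 nM; medium: HEPES buffer with Ca2+, pH 7.2; schedule: 5 min incubation before reading; benchmarks: neutral control DMSO, positive control TFP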
PAX8 reporter = inhibitors of PAX8 transcriptional activity in RMG-I cells; RMG-I TPO-luciferase reporter, SteadyGlo, 24 h; inhibition, % at 12.6 µM; 1.2% of 360,000 active; AID 652154;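 active = mean replicate inhibition at least 60% with every replicate also reaching 60%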;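 also: luciferase light reporting Pax8 driven TPO promoter activity; plate controls were median of neutral control wells for no effect and mitoxantrone controls for full effect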
LGR2 antag = Drosophila LGR2 receptor signaling inhibition | HEK293 LGR2, CRE-luciferase, bursicon-stimulated, 4 h | inhibition, % at 9.99 µM | 0.35% of 380,000 active | AID 720647;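 active = drop in luminescence signal, shown as inhibition above about 50% in the replicate tests, limit read from the data, passing the limit was not always enough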;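 also: agonist challenge used bursicon conditioned medium at about half maximal strength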
ERAP1 HTS inh = inhibitors of human ERAP1 aminopeptidase; 0.15% of 340,000 active; recombinant ERAP1, Leu-AMC fluorescence, 60 min; inhibition, % at 10.7 µM;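 active = mean replicate inhibition of at least 30%, or all replicates individually reaching that 30% level; inactive = mean below 30% and not every replicate reaching it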;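 also: 0% = neutral control wells and 100% = L-leucinethiol positive control wells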
Target sequence (Q9NZ08 whole entry, looked up): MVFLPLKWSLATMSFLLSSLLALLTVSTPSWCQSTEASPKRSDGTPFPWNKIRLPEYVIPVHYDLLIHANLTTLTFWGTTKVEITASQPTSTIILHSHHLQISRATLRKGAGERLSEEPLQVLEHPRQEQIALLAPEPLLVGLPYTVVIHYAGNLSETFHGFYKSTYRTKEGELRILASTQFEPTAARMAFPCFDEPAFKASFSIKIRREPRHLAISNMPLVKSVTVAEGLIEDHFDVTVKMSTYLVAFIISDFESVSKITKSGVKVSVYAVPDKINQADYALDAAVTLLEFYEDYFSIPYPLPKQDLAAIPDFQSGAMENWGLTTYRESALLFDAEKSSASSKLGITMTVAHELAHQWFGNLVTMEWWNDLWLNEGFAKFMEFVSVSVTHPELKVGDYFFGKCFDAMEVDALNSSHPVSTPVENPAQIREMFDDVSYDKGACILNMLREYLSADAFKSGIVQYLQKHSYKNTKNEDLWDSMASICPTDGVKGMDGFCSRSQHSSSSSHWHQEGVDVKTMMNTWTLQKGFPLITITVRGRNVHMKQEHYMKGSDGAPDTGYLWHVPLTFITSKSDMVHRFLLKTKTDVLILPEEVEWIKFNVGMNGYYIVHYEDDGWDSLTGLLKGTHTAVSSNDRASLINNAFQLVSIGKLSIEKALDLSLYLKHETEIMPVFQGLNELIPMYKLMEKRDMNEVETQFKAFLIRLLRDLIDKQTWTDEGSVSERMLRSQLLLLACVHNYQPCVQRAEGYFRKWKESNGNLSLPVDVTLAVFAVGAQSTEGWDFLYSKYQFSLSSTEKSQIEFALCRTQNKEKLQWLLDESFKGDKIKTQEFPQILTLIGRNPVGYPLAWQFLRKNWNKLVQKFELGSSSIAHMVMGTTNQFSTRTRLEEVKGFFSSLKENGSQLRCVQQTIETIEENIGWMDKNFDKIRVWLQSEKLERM
PglD DTNB = inhibitors of Campylobacter jejuni PglD acetyltransferase; purified PglD enzyme, DTNB colorimetric CoA detection; 0.098% of 360,000 active; AID 602405; inhibition, % at 12.5 µM; in the data active = inhibition above about 16%, passing the limit was not always enough; also: strong numbers were not always called active
PGC1a acetyl inh = lowers PGC1a acetylation signal in U2OS cells. 0.17% of 350,000 active. AlphaScreen anti-acetyl-lysine; with virally co-expressed GCN5 acetyltransferase. inhibition, % at 15.6 µM. AID 651687;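 active = every replicate shows inhibition of at least 40%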;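 also: 0% = neutral control wells and 100% = positive control wells; some results beyond the cut were filed as inactive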
EWS-Fli block = EWS/Fli transcriptional activity inhibition. A673 NR0B1-luciferase reporter, viability-normalised. inhibition, % at 12.6 µM. 0.67% of 350,000 active. AID 651661;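 active = mean inhibition of at least 50% after viability correction, with every replicate also passing that limit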;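 also: firefly luciferase signal divided by Alamar Blue viability fluorescence both relative to DMSO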
Starred values were filed as active, the others as inactive; nt = no result given; & = joins results of further samples.

Under each structure: PglD DTNB | EWS-Fli block | S100A4 MyoIIA | PAX8 reporter | FN deposition inh | ERAP1 HTS inh | PGC1a acetyl inh | LGR2 antag
CO[C@H]1CN(C)C(=O)c2cc(NS(=O)(=O)c3ccc(C)cc3)ccc2OC[C@@H](C)NC[C@@H]1C
→ -1 | 2 | -6 | -2 | 0 | 2 | -12 | 3
COc1ccc2c3c(n(C)c2c1)[C@H](CO)N(CC1CC1)CC31CCN(S(=O)(=O)c2cn(C)cn2)CC1
→ nt | 0 | -7 | -22 | nt | 8 | 5 | -8
Cc1cc(-c2cc(C(=O)NC3CCCC3)on2)nc(NCC2CC2)n1
→ 0 | -6 | 7 | -2 | -5 | -1 | -3 | 22
C[C@@H]1CCCCO[C@@H](CN(C)C(=O)Nc2ccc3c(c2)OCO3)[C@H](C)CN([C@H](C)CO)C(=O)c2cc(NC(=O)Nc3ccc(F)cc3)ccc2O1
→ 2 | -1 | 0 | 36 | nt | -2 | -7 | -5
COc1ccc(C=O)cc1OC(=O)N1CCOCC1
→ nt | 8 | -5 | 1 | 6 | 1 | nt | 9
CCCC[C@@H]1CN=C(N)N1CCc1cc(C(F)(F)F)cc(C(F)(F)F)c1
→ -3 | 22 | 0 | -9 | -15 | -1 | nt | -8
CCN(CC)S(=O)(=O)c1ccc(N2CCOCC2)c(NS(=O)(=O)c2cc(C(C)(C)C)ccc2C)c1
→ 8 | -9 | -1 | 10 | 3 | 6 | 5 | nt
Cc1cccc(N(C)C(=O)c2cc(S(=O)(=O)N3CCCCC3)c[nH]2)c1
→ -3 | 0 | -4 | 12 | -9 | -4 | -12 | 0
CC1CCN(CCC(=O)NN)CC1
→ nt | 3 | -4 | 1 | -2 | 0 | nt | 11
CCCCN(CC(=O)NC(C)(C)C)C(=O)C(=O)Nc1ccc2c(c1)OCCO2
→ 1 | 3 | 3 | -2 | -7 | 3 | 11 | 2
CCOC(=O)N1CCN(C(=O)c2ccc(Cl)nc2)CC1
→ 1 | -5 | 0 | 7 | -4 | 1 | 5 | -6
C[C@@H]1CN([C@@H](C)CO)C(=O)Cc2cc(NC(=O)CCCCCC(=O)Nc3ccccc3N)ccc2O[C@H]1CN(C)S(=O)(=O)c1cccs1
→ -4 | 9 | nt | -21 | -4 | nt | 4 | -5
COc1cc(S(=O)(=O)N2CCN(c3ccccc3)CC2)ccc1Cl
→ 3 | 10 | -4 | nt | nt | 1 | -14 | 14
O=C(O)/C=C/c1cccnc1
→ 13 | -6 | 2 | 11 | 5 | 1 | 2 | -2
NC(=O)/C=C\c1cn(-c2ccccc2)nc1-c1ccc2c(c1)OCCO2
→ 5 | nt | nt | 15 | 5 | nt | -14 | -7
CC(C)OCCCNC(=O)c1cc(-c2cccs2)nc2ccccc12
→ 3 | -10 | -8 | 12 | 3 | -1 | nt | -9
CCC(=O)N(C)C[C@@H]1Oc2ncc(-c3ccccc3OC)cc2C(=O)N([C@@H](C)CO)C[C@@H]1C
→ -3 | 8 | -10 | nt | -3 | -1 | 6 | -10
C[C@H](CO)N1C[C@H](C)[C@@H](CN(C)C(=O)Nc2ccc(C(F)(F)F)cc2)Oc2ccc(NC(=O)c3ccncc3)cc2C1=O
→ 0&-8 | 5&2 | -1&1 | -5&-8 | 10&11 | 1&0 | 0&14 | -13&-10
CC1CCCCN1S(=O)(=O)c1cccc2nonc12 (stereo not given)
→ -1 | 6 | -1 | 0 | nt | -1 | nt | -6
CCOC(=O)c1cnc2ccc(OCC)cc2c1N(C)Cc1ccccc1
→ 1 | nt | 11 | -70 | -6 | 2 | -9 | 6
C=CCn1c(SCc2csc(-c3ccc(C)cc3)n2)nnc1-c1ccccc1OC
→ -1 | nt | nt | 37 | -10 | nt | 1 | 18
O=C(CCN1C(=O)/C(=C/c2ccccc2Cl)SC1=S)N1CCCC1
→ -1 | -3 | 0 | 83* | 23 | 3 | -6 | 29
COc1ccc(C(=O)NC2CC2)cc1OC1CCN(Cc2ccc(F)c(F)c2)CC1
→ -6 | nt | -7 | 3 | -9 | -4 | -3 | 14
Cc1ccc(N2CCN(C(=O)NC3CCCCC3)CC2)c(C)c1
→ -5 | 3 | 7 | 16 | 5 | nt | -15 | -4
COc1ccccc1N1C(=O)c2ccc(C(=O)Nc3ccccc3O)cc2C1=O
→ 2 | 0 | 0 | -9 | -3 | -4 | 4 | -18
O=C(NCc1ccccc1)[C@@H]1[C@@H](CO)[C@@H]2Cn3c(cccc3=O)[C@H]1N2
→ -1 | 0 | 11 | -7 | nt | -1 | 1 | -6
O=C1O[C@@H](c2ccccc2)[C@@H](c2ccccc2)N2[C@@H](c3ccccc3OCCO)[C@]3(C(=O)Nc4ccc(C#CCCO)cc43)[C@@H](C(=O)N3CCN(c4ncccn4)CC3)[C@H]12
→ 8 | 13 | 3 | 57 | nt | 2 | nt | nt
Cc1cc(=O)[nH]c(SCCOc2cccc(C(F)(F)F)c2)n1
→ nt | -2 | 2 | nt | nt | -5 | 7 | 2
Cc1ccc(NS(=O)(=O)c2ccc(-n3cccn3)cc2)cc1F
→ -2 | nt | 1 | 17 | -7 | -7 | -18 | -2
C[C@H](CO)N1C[C@H](C)[C@@H](CN(C)C(=O)[C@H](Cc2ccccc2)N(C)C)OCc2ccccc2-c2ccccc2C1=O
→ 0 | 4 | 4 | -2 | -24 | -2 | 6 | 3

(list continues)
Under each structure: PglD DTNB | EWS-Fli block | S100A4 MyoIIA | PAX8 reporter | FN deposition inh | ERAP1 HTS inh | PGC1a acetyl inh | LGR2 antag
Cc1ccccc1-c1cnc2c(c1)C(=O)N([C@H](C)CO)C[C@H](C)[C@H](CN(C)C(=O)c1ccncc1)O2
→ -4 | -37 | 23 | nt | nt | 0 | 4 | 0
O=[N+]([O-])c1ccccc1SNc1ccc(Br)cn1
→ 11 | 8 | -4 | -7 | 5 | -1 | -4 | 0
O=C(C[C@@H]1CC[C@@H](NC(=O)CCN2CCCCC2)[C@@H](CO)O1)Nc1ccccc1
→ nt | -2 | 37 | -23 | nt | 0 | -3 | 6
Cc1cc(C)n(-c2ccc(C(=O)OCC(=O)Nc3ccccc3F)cc2)n1
→ 2 | 1 | 3 | -6 | -1 | 5 | -7 | -8
Cc1ccc(CN2CC(C(=O)Nc3nc(C)cs3)CC2=O)cc1 (stereo not given)
→ 6 | -1 | -3 | 11 | 11 | -1 | -2 | -3
Cc1ccc2nc(COC(=O)c3cnccn3)cc(=O)n2c1
→ 0 | 0 | -12 | -4 | 5 | 2 | 5 | -5
Cc1cc(=O)n(C)c(=O)n1CC(=O)N1CCCCCC1
→ 3 | nt | nt | 23 | 3 | nt | -5 | nt
CCCCn1nnc(NC(=O)CCC)n1
→ 0 | nt | nt | nt | 2 | nt | -17 | 9
COc1ccc(C2C(C)C3(O)CC(C#N)(C(=O)N3)C2(C#N)C#N)cc1 (stereo not given)
→ nt | -1 | -13 | 15 | 10 | 12 | nt | 16
O=C(COc1cccnc1[N+](=O)[O-])N1N=C(c2ccc(Cl)cc2)CC1c1ccco1 (stereo not given)
→ nt | 2 | 1 | -7 | 0 | 2 | -10 | -2
O=C(CN1CCN(Cc2ccccc2)CC1)NNC(=O)c1ccc(Cl)cc1
→ -5 | 5 | -5 | -6 | 0 | -2 | nt | 12
CCCCn1c(N)c(N(CCOC)C(=O)COC(=O)CSc2cc(C)c3ccccc3n2)c(=O)[nH]c1=O
→ nt | 6 | -3 | 5 | 2 | -2 | nt | -9
O=P1(NC2CCCCC2)OCC2(CO1)COP(=O)(NC1CCCCC1)OC2 (stereo not given)
→ -5 | 11 | -8 | 15 | 1 | -4 | -5 | 11
COc1cc(Cl)c(C)cc1NC(=O)c1ccccc1-n1cnnn1
→ 0 | 3 | -7 | nt | -2 | 2 | -3 | 2
COc1ccccc1C#Cc1ccc2c(c1)O[C@@H](CN(C)Cc1cncnc1)[C@H](C)CN([C@@H](C)CO)S2(=O)=O
→ -1 | 10 | -3 | 74* | nt | -2 | 11 | 7
CC1C(=O)Nc2ccc(S(=O)(=O)NCCc3ccc(Cl)cc3)cc2NC1=O (stereo not given)
→ -3 | -24 | 1 | 7 | 6 | -2 | nt | -13
CNC(=S)Nc1cccc(S(=O)(=O)NC2=NCCC2)c1
→ nt | -34 | 0 | -17 | -17 | -3 | -2 | 3
O=C(C[C@H]1CC[C@H]2[C@@H](COC[C@@H](O)CN2C(=O)c2ccncc2)O1)Nc1ccc(-c2ccccc2)cc1
→ 2 | -14 | -1 | -5 | -1 | 0 | -2 | -9
Cc1ccc(S(=O)(=O)Nc2ccc3c(c2)CC(=O)N([C@H](C)CO)C[C@@H](C)[C@H](CN(C)C(=O)Nc2c(C)noc2C)O3)cc1
→ 1 | -11 | -17 | -19 | nt | 2 | 6 | 2
Cc1ccc2c(c1)N(Cc1ccc3c(c1)OCO3)C(=O)C(C)O2 (stereo not given)
→ 8 | -2 | 1 | nt | nt | 0 | 4 | 9
COCCSc1nnc(NC(=O)c2ccc3c(c2)OCO3)s1
→ nt | -18 | 4 | -31 | 3 | 0 | 1 | -36
Cc1ccc(F)cc1NC(=O)COC(=O)c1ccc2ncsc2c1
→ -3 | -17 | 0 | 0 | -12 | 2 | 8 | 3
CC(C)C[C@H]1CN(CCCC[C@@H]2CNC(=O)C(=O)N2CC2CCCCC2)C(=O)C(=O)N1CCc1ccccc1
→ nt | 1 | -1 | -12 | 6 | -1 | nt | 9
Cc1ccc(NS(=O)(=O)c2ccc(C(=O)Nc3nncs3)cc2)cc1
→ 2 | 2 | -1 | -5 | -12 | -4 | -8 | 4
COC(=O)N(C)C[C@@H]1OCc2ccccc2-c2ccccc2C(=O)N([C@@H](C)CO)C[C@H]1C
→ -2 | -4 | -1 | nt | -3 | 2 | -5 | 5
Cc1cc(C(=O)N2CCN(C(=O)c3ccco3)CC2)ccc1[N+](=O)[O-]
→ nt | 0 | -2 | 15 | 10 | 1 | -9 | 14
CCCCOc1ccc(S(=O)(=O)NC(=O)C2(C)CCN2C(=O)c2c(C)noc2C)cc1 (stereo not given)
→ -5 | -8 | -5 | -1 | 2 | -3 | 0 | 10
COc1ccccc1NC(=O)C1CCN(S(=O)(=O)c2cccs2)CC1
→ 0 | -8 | -2 | 11 | -1 | -2 | 0 | 8
COc1cccc(NC(=O)N(C)C[C@H]2OCc3cn(nn3)CCCC(=O)N([C@H](C)CO)C[C@H]2C)c1
→ nt | -1 | nt | 2 | -10 | nt | 2 | -4
O=C(/C=C1\C(=O)Nc2ccccc21)/C=C1\C(=O)Nc2ccccc21
→ 6 | 48 | -7 | 6 | -3 | 3 | -8 | 12

(cont.)
Under each structure: PglD DTNB | EWS-Fli block | S100A4 MyoIIA | PAX8 reporter | FN deposition inh | ERAP1 HTS inh | PGC1a acetyl inh | LGR2 antag
CCS(=O)(=O)N1N=C(c2cccc(NS(C)(=O)=O)c2)CC1c1ccc(C)cc1 (stereo not given)
→ nt | -12 | 6 | -2 | 4 | 3 | nt | nt
CCCC(=O)N1CCc2[nH]c3ccccc3c2C1
→ -2 | nt | nt | 26 | 7 | nt | -14 | nt
COc1ccccc1S(=O)(=O)Cc1ccc(C(=O)NCCCN2CCN(c3ccc(F)cc3)CC2)o1
→ nt | 4 | -5 | 13 | -3 | -7 | nt | 9
O=C(Oc1ccc(C(=S)N2CCC(O)CC2)cc1)c1ccc(Cl)cc1
→ nt | 3 | -1 | -19 | 9 | 8 | nt | 6
CCN(CC1COc2ccccc2O1)C(=S)NCCCN(C)C (stereo not given)
→ nt | 0 | 2 | -11 | -2 | 2 | nt | 22

This is a random part of the collection; any-hit rate near 2.1%.
